Arr AP2 block: inhibitors of beta-arrestin/AP2 binding, primary screen, biochemical, GPCR trafficking, flow cytometry; AID 504490, 2011; inhibition, % at 10 µM; hit rate 0.31% among 340,000; beta-arrestin 1 C-terminal peptide binding to AP2 beta2-adaptin appendage (human); FITC-arrestin peptide / GST-AP2 beads; AP2 beta2 appendage carries R879A mutation;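 active = inhibition above a set limit, near 3 SD of compounds lacking own fluorescence, cut at about 54% in these data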;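 note: plate controls were DMSO wells for no effect and 5 µM unlabelled arrestin peptide for full effect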
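System: GST-AP2 R879A glutathione beads. Medium: PBS with 0.05% Tween 20 and 0.1% BSA. Also added: FITC-arrestin peptide, 50 nM. Incubation: 12 min plus 1 h, RT. Measured by: high-throughput flow cytometry of beads, ex 488, em 535 nm. Evaluation: percent drop in bead-associated FITC signal.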
OPRM1-OPRD1 inv: inverse agonists of MOR-DOR heterodimerization, primary screen, cell-based, luminescence; cell-based MOR-DOR heterodimer luminescence, inverse agonism; inhibition, % at 9.3 µM; hit rate 0.21% among 340,000; AID 504357, 2011; in the data active = inhibition above about 22%, passing the limit was not always enough;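 note: 0% = cells with DMSO and 100% = wells without cells with DMSO; values of inactives mirror those of a sister screen read the other way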
cardiac RTF act: cardiac RTF calcium sensitivity activators, primary screen, biochemical, IANBD-TnC fluorescence, EC20 calcium. activation, % at 7.2 µM. hit rate 0.24% among 340,000. Troponin I, cardiac muscle (Homo sapiens) + Troponin T, cardiac muscle (Homo sapiens) + …. IANBD-labeled TnC RTF fluorescence at EC20 calcium; 0% EC20 calcium, 100% full calcium;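 active = activation above the mean over all tested compounds plus 3 SD, cut at about 30% in these data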;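 note: rise in fluorescence read as greater calcium sensitivity of cardiac thin filaments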
Keap1-Nrf2 PPI: Keap1-Nrf2 protein-protein interaction inhibitors, primary screen, biochemical, fluorescence polarization, single point; inhibition, % at 9.4 µM; AID 504523, 2011; Keap1 Kelch-Nrf2 peptide fluorescence polarization, 1536-well; hit rate 0.15% among 340,000; in the data active = inhibition above about 12%;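 note: human Keap1 Kelch domain with fluorescein labeled Nrf2 9mer peptide probe; 0% = neutral control wells and 100% = peptide positive control; higher means more block of Keap1 binding to Nrf2 peptide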
Cardiac RTF inh: cardiac RTF calcium sensitivity inhibitors, primary screen, biochemical, IANBD-TnC fluorescence, EC70 calcium | Troponin I, cardiac muscle (Homo sapiens) + Troponin T, cardiac muscle (Homo sapiens) + … | IANBD-labeled cardiac RTF, Ca2+ fluorescence | inhibition, % at 7.15 µM | hit rate 0.12% among 340,000 | AID 493244, 2011;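 active = inhibition above the mean inhibition of all tested compounds plus 3 SD, cut at about 17% in these data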;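 note: assay run at fixed EC70 calcium of 1.6 mM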
OPRM1-OPRD1 ag: agonists of OPRM1-OPRD1 heterodimerization, primary screen, cell-based, luminescence; hit rate 0.3% among 340,000; cells; Mu-type opioid receptor (Homo sapiens) + Delta-type opioid receptor (Homo sapiens), …; activation, % at 9.3 µM; in the data active = activation above about 18%;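 note: 0% = vehicle-treated cells and 100% = reference agonist; values of inactives mirror those of a sister screen read the other way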
Wnt act: Wnt/beta-catenin pathway activators, primary screen, cell-based, plate reader, single point | Wnt/beta-catenin reporter cell assay, activator | activation, % at 9.35 µM | hit rate 1.2% among 300,000 | AID 743398, 2014; in the data active = activation above about 30%, passing the limit was not always enough;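 note: 0% = neutral control wells and 100% = positive control wells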
Pemphigus Ab inh: inhibitors of pemphigus antibody binding to DSG3, primary screen, biochemical, bead-based, flow cytometry, scFv-GFP | Desmoglein-3 (Homo sapiens), P32926 | binding (percent of control), % at 10 µM | DSG3-coupled beads, scFv-anti-DSG3-GFP binding; active compounds read low | AID 588358, 2011 | hit rate 0.48% among 310,000;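 active = binding more than 3 SD below its plate's average and above zero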;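 note: hits lower antibody fragment binding to DSG3; some compounds called inactive have numbers as strong as hits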
Target sequence (P32926 whole entry, looked up, the tested form may be a part): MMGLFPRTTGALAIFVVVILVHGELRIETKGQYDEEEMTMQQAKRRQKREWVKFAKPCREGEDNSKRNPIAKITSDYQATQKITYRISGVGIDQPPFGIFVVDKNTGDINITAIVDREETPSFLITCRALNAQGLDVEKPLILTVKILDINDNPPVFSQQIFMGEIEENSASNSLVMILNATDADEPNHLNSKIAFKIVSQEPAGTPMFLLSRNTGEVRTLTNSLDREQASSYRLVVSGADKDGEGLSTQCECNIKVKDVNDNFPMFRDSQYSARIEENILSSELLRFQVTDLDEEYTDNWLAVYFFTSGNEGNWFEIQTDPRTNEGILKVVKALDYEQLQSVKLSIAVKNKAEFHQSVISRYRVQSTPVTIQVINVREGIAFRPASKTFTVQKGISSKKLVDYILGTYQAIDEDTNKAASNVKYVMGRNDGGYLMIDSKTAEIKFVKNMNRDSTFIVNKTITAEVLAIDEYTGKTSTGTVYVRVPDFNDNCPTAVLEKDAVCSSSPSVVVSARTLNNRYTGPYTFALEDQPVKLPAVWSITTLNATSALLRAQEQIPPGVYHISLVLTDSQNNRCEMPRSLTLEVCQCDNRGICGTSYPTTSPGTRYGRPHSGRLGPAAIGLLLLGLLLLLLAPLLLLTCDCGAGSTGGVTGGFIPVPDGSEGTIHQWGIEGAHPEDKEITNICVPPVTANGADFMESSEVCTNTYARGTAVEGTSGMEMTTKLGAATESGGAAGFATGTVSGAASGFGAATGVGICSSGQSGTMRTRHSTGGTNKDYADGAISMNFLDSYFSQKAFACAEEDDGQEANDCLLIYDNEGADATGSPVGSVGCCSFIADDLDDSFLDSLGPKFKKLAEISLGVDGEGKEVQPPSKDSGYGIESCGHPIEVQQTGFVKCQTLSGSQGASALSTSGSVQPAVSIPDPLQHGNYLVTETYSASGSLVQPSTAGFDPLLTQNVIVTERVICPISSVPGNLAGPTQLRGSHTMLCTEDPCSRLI
V-ATPase pHluor: regulators of yeast V-ATPase proton pumping, primary screen, pHLuorin cytosolic pH fluorescence | S. cerevisiae | response, % at 10 µM | AID 504577, 2011 | hit rate 0.37% among 350,000; in the data active = response mostly above about 7.3%, no sharp cut-off; inactive = mostly below about 5.4%; note: actives read high; inactives centre near 0; some compounds called inactive have numbers as strong as hits; reference of the scale not given here
C-LANA FP: inhibitors of KSHV C-LANA binding to DNA, primary screen, biochemical, fluorescence polarization, FAM-LBS DNA, MBP-C-LANA, single point | Kaposi's sarcoma herpesvirus LANA C-terminal domain (residues 932-1162) DNA binding | inhibition, % at 9 µM | hit rate 0.078% among 340,000 | AID 504423, 2011;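 active = highest replicate inhibition at or above 60% at 9 µM, even if other replicates fall short; inactive = all replicates below 60% inhibition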;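 note: 0% = neutral control wells and 100% = 4 µM acridine orange control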
* = called active by the depositor; . = no result given. The order is random; overall some 3.1% were active at least once.

SMILES	Arr AP2 block	OPRM1-OPRD1 inv	cardiac RTF act	Keap1-Nrf2 PPI	Cardiac RTF inh	OPRM1-OPRD1 ag	Wnt act	Pemphigus Ab inh	V-ATPase pHluor	C-LANA FP
CC(C)OC(=O)c1ccc(N2C(=O)C3CC=CCC3C2=O)cc1 (centres undefined)	-3	10	-5	7	-9	-1.7	-2	.	-1	1.8
CCN(CC(=O)Nc1ccc(NC(C)=O)cc1)C(=O)CN1C(=O)NC2(CCCC2)C1=O	-8	8	-2	-1	-8	-1.2	-1	97	-1	1.2
CCC1Sc2ccccc2N(CC(=O)NC2CCCC2)C1=O (centres undefined)	5	11	0	-5	-3	-2.0	.	99	-1	-0.9
Cc1ccc(C(=O)N/N=C\c2ccc(OC(=O)c3cccs3)cc2)cn1	24	-4	2	5	10	0.6	0	105	4	-1.3
CCCN(Cc1ccccc1)C(=S)Nc1ccc(F)cc1	19	4	-3	2	2	-0.8	-4	104	-1	2.2
O=c1[nH]c2cc(Cl)cc(Cl)c2[nH]c1=O	1	4	0	-3	-4	-0.7	-7	111	-2	0.1
CCOC(=O)c1cc(C(C)(C)C)nc(SC)c1C#N	3	-25	3	-3	1	5.0	0	.	2	1.4
CCOC(=O)CSc1nc(N)c(C#N)c(CC(C)C)c1C#N	16	1	1	-4	-11	-0.3	.	103	-7	0.0
CC(C)c1ccc(C(=O)Nc2ccc(N3CCOCC3)cc2)cc1	31	6	1	0	2	-1.4	.	102	0	-0.3
O=C(CCc1nc2ccccc2c(=O)[nH]1)Nc1ccc(F)c([N+](=O)[O-])c1	6	14	3	-2	-14	-2.9	-1	95	2	0.9
Cc1ccc(-n2c(C)cc(C)c(C#N)c2=O)cc1	1	10	0	-5	4	-1.7	-3	102	-1	-2.1
O=C(O)c1ccc(/C=N/N2CCN(c3ccccc3)CC2)cc1	10	2	5	2	-10	-0.3	6	109	-2	.
CCOC(=O)c1c(NC(=O)CN2CCN(C(=O)c3ccco3)CC2)sc(C(N)=O)c1C	4	12	7	-7	-7	-2.3	-1	98	3	1.3
CC(C)COc1nc2c(c(=O)n(C)c(=O)n2C)n1C	3	8	-7	1	-7	-1.6	-1	104	3	1.4
CCO[C@H]1OC(C(=O)NCc2ccccc2)=C[C@@H](c2coc3ccccc3c2=O)[C@@H]1CCCO	10	12	-5	1	-1	-2.1	0	99	-5	1.2

Some of these compounds in order of their number in OPRM1-OPRD1 inv, lowest first.
| SMILES | OPRM1-OPRD1 inv |
| --- | --- |
| CCOC(=O)c1cc(C(C)(C)C)nc(SC)c1C#N | -25 |
| CC(C)c1ccc(C(=O)Nc2ccc(N3CCOCC3)cc2)cc1 | 6 |
| CC(C)COc1nc2c(c(=O)n(C)c(=O)n2C)n1C | 8 |
| CCOC(=O)c1c(NC(=O)CN2CCN(C(=O)c3ccco3)CC2)sc(C(N)=O)c1C | 12 |

The results go on:
SMILES	Arr AP2 block	OPRM1-OPRD1 inv	cardiac RTF act	Keap1-Nrf2 PPI	Cardiac RTF inh	OPRM1-OPRD1 ag	Wnt act	Pemphigus Ab inh	V-ATPase pHluor	C-LANA FP
CCCNC(=O)c1ccc(N2CCC3(CC2)CC(c2ccccc2)=NO3)c(NC(=O)c2ccc(Br)cc2)c1	1	5	-5	-7	0	-0.9	-5	90	-6	0.7
N#Cc1cc(-c2ccccc2)c[nH]c1=O	2	-3	2	-5	-11	0.6	-1	79	-2	-0.1
COc1ccc(OC)c2[nH]c(C(=O)N/N=C/c3ccccc3O)cc12	-4	12	-2	-3	-4	-2.4	1	90	2	-0.7
O=C1c2ccc([N+](=O)[O-])cc2C(=O)N1CNc1ccccn1	-4	6	-1	-5	-2	-1.0	0	105	1	0.7
COc1ccc(-c2cc(-c3ccc(OC)cc3)nc(-c3ccc4c(c3)NC(=O)CO4)c2)cc1	9	-4	4	-7	-1	0.8	-2	102	1	-0.7
NC(=O)c1ccsc1NC(=O)CSc1nnc(Nc2ccccc2)s1	3	3	3	-1	-4	-0.5	-1	99	-4	1.0
Cc1ccccc1N=Cc1ccc[nH]1	2	10	-3	-3	-7	-2.1	4	122	0	-0.4
N#Cc1c(-c2ccc(Cl)cc2)cc(-c2ccccc2)nc1SCC(=O)O	9	1	-2	-3	1	-0.2	0	109	-4	2.5
Cc1ccccc1OCC(=O)Nc1ccccc1CO	4	3	-2	-4	-2	-0.7	-1	108	2	0.2
CC(=O)Nc1ccc2c3c(cccc13)C(=O)N(c1ccccc1)C2=O	-4	5	4	-1	-9	-1.0	2	99	2	-0.9
CCCCc1cc(=O)oc2cc(C)cc(OCC(=O)O)c12	-11	17	5	-5	-3	-3.5	.	107	0	-0.2
CCOc1ccc(S(=O)(=O)N2CCCC(C(=O)N3CCCC3)C2)cc1 (centres undefined)	0	-3	4	-7	-4	1.0	-2	111	7	1.5
CC(OC(=O)c1nsc(Cl)c1Cl)C(=O)NCCc1ccccc1 (centres undefined)	-1	3	3	-1	-3	-0.5	1	95	3	-1.0
O=C(O)c1cc(-c2ccc(/C=C3\NC(=O)N(c4ccc(Cl)cc4)C3=O)o2)ccc1Cl	13	13	-3	-3	-18	-2.8	0	107	-6	20
COc1ccc(-c2cc3nc(C)c(CCC(=O)NCc4ccc(F)cc4)c(C)n3n2)c(OC)c1	0	-2	2	3	0	0.3	-5	106	0	0.2

Results in OPRM1-OPRD1 ag, for 7 of the compounds above:
smiles	OPRM1-OPRD1 ag
COc1ccc(-c2cc(-c3ccc(OC)cc3)nc(-c3ccc4c(c3)NC(=O)CO4)c2)cc1	0.8
NC(=O)c1ccsc1NC(=O)CSc1nnc(Nc2ccccc2)s1	-0.5
Cc1ccccc1N=Cc1ccc[nH]1	-2.1
N#Cc1c(-c2ccc(Cl)cc2)cc(-c2ccccc2)nc1SCC(=O)O	-0.2
Cc1ccccc1OCC(=O)Nc1ccccc1CO	-0.7
CC(=O)Nc1ccc2c3c(cccc13)C(=O)N(c1ccccc1)C2=O	-1.0
CCCCc1cc(=O)oc2cc(C)cc(OCC(=O)O)c12	-3.5

(continued)
SMILES	Arr AP2 block	OPRM1-OPRD1 inv	cardiac RTF act	Keap1-Nrf2 PPI	Cardiac RTF inh	OPRM1-OPRD1 ag	Wnt act	Pemphigus Ab inh	V-ATPase pHluor	C-LANA FP
COc1ccc(C(=O)NC2CC(C)(C)Cc3occc32)cc1 (centres undefined)	4	7	-2	-2	-2	-1.1	.	94	0	-0.5
COc1ccc(-c2c(C#Cc3ccsc3)c3cc(-c4ccc(CN5CCOCC5)cc4)ccc3n2C)cc1	13	5	7	-1	-2	-0.9	-3	103	7	-2.4
CCOC(=O)c1[nH]c(C)c(/C(O)=C2\C(=O)C(=O)N(CCN(C)C)C2c2ccncc2)c1C (centres undefined)	3	6	-10	-5	-16	-1.1	-2	106	-4	-1.2
Cc1cc(C)n(C(=O)CNC(=O)c2cccc(Cl)c2)n1	-2	-11	12	-4	9	1.9	-1	104	2	-0.1
CCN(CC)C(=O)CC(c1ccc2c(c1)OCO2)c1c(OC)cc(OC)c2ccc(=O)oc12 (centres undefined)	7	7	2	-7	-3	-1.3	0	106	4	1.5
Cc1nc2c3cnn(-c4ccccc4)c3ncn2n1	4	13	11	-8	8	-2.3	.	114	-2	-0.7
C=CCSc1nc(C)cc2c1C(=O)OC2	5	-5	2	0	-8	1.1	0	117	0	-1.0
O=C(O)/C=C/C(=O)Nc1ccc(Oc2ccccc2)cc1	31	13	-3	-2	-4	-2.7	0	.	1	1.4
N#CCC(=O)N/N=C/c1ccc(N2N=C(c3ccccc3)CC2c2ccccc2)cc1 (centres undefined)	20	-31	29	-6	-21	5.9	1	96	-6	2.6
COC(=O)c1ccc(N2CCOCC2)c(NC(=O)c2ccc3c(c2)OCCO3)c1	-1	-9	-2	0	-1	1.8	0	106	-1	-0.2
CCCC(=O)N(c1ccc(OCC)cc1)S(=O)(=O)c1ccc2c3c(cccc13)C(=O)N2C	28	-4	1	2	0	1.1	-4	95	-4	1.0
C#CCNC(=O)C1=C[C@@H](c2ccccc2)C[C@@H](OCc2ccc(CO)cc2)O1	0	18	0	-5	-7	-3.2	-2	102	0	0.2
Cc1nn(Cc2ccccc2Cl)c2sc(C(=O)OC3CCCC3=O)cc12 (centres undefined)	-10	12	-1	3	6	-2.3	.	100	1	1.0
CCCN1CCN(C(=S)Nc2ccc3nc(N4CCN(CC)CC4)cc(C)c3c2)CC1	-5	0	-3	-2	4	-0.1	-3	102	0	-0.4
CN(C)CCCNCCCCNC(=O)/C=N/O	-5	5	4	0	-17	-1.0	-2	103	2	-1.3
O=C(CC1Nc2ccccc2NC1=O)Nc1ccc2c(c1)OCO2 (centres undefined)	18	5	-4	0	-2	-0.9	1	99	-4	-1.7
OCCCNc1ncnc2c1[nH]c1ccccc12	-9	13	-2	-1	-6	-2.6	-5	109	0	2.1
Cc1noc(C)c1S(=O)(=O)N1CCN(c2ccc([N+](=O)[O-])cc2)CC1	0	-2	-2	4	6	0.4	-2	99	-6	5.8
O=C(COC(=O)CSc1cc(Cl)ccc1Cl)Nc1ncc(C(F)(F)F)cc1Cl	5	-49	3	-8	-1	9.2	0	112	-16	-1.1
CCN(CC)c1ncc(C#N)c(N)n1	-15	.	.	.	.	.	0	97	3	.
CCC(=O)N1CCN(c2ccccc2NC(=O)COc2ccc(C(C)C)cc2)CC1	1	14	2	-2	-5	-2.7	-5	97	3	-0.2
CCOC(=O)c1ccc(NS(=O)(=O)c2ccc3oc(=O)[nH]c3c2)cc1	5	3	4	-5	-6	-0.5	-2	101	-2	0.5
CC(C)NC(=O)C(Sc1ccccc1)c1ccccc1 (centres undefined)	2	-23	-6	0	-5	3.7	-2	.	-2	-0.6

High-throughput results from PubChem BioAssay.
